14-3-3 PPI = modulators of 14-3-3 gamma protein binding, primary screen, biochemical, fluorescence polarization; 14-3-3 protein gamma (Homo sapiens), P61981; FP, 14-3-3gamma / TMR-pS259-Raf peptide binding; inhibition, % at 40 µM; actives 0.19% (n = 160,000); AID 422, 2006; in the data active means inhibition above about 30%;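 further: 0% = protein plus tracer without compound and 100% = blank with tracer alone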
Target sequence (P61981 whole entry, looked up): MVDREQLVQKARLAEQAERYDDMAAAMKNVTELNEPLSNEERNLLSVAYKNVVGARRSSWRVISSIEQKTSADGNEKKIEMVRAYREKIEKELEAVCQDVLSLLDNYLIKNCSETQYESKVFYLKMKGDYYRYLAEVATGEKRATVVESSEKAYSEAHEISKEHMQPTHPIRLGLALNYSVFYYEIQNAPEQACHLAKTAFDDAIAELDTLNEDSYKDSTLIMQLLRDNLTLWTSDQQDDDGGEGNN
* hit, by the source's call; & = joins results of further samples. The list is partial; count on the stated rates, not on these rows.

SMILES	14-3-3 PPI
CN1C2CCC1CC(OC(=O)C(CO)c1ccccc1)C2 (stereo unspecified)	-5.4&-12.2
O=C(OCC(=O)c1cccs1)C1=COCCO1	-5.9
O=C(CN1C(=O)C(=O)c2ccccc21)NCc1ccccc1	-9.4
Cn1c(=O)cc(OCCCC(=O)N2CCCC2)c2ccccc21	4.4
O=C(c1ccc(Cn2c(=S)[nH]c3ccccc3c2=O)cc1)N1CCN(c2ccccc2)CC1	-5.0
CN(C)c1ccc(C=Nc2ccccc2C(N)=O)cc1	0.9
O=C(c1ccc2c(=O)n(Cc3ccc(Cl)cc3)c(=S)[nH]c2c1)N1CCN(c2ccccn2)CC1	3.9
O=C(CSc1nc2ccccc2c(=O)n1C1CCCCC1)NCCc1ccccc1	-9.8
CC12CC(NC(=O)N1c1ccc(Cl)cc1)c1cc(Br)ccc1O2 (stereo unspecified)	-4.5
CC(C)(O)C#Cc1ccc(C2C3=C(CC(C)(C)CC3=O)OC3=C2C(=O)CC(C)(C)C3)cc1	-5.7
CCCc1nc(NC(C)=O)c(C#N)c(-c2ccco2)c1CC	-17.0
CCN(CCCNC(=O)c1n[nH]c(=O)c2ccccc12)Cc1ccccc1	-0.9
N#Cc1c(-c2ccccc2)nc(N2CCOCC2)[nH]c1=O	-12.9
CC1C=Cc2ccccc2N1C(=O)c1ccccc1 (stereo unspecified)	-7.0
O=C(NCCC1=CCCCC1)c1ccc(Cl)c(S(=O)(=O)N2CCOCC2)c1	1.4
CSc1ccc(CN2CCN(Cc3c[nH]c4ccccc34)CC2)cc1	-7.5
CCC1Oc2ccc(Cl)cc2N(CC(=O)NCCc2ccc(OC)c(OC)c2)C1=O (stereo unspecified)	-6.1
Cc1ccc2nc(NC3=NC(CC(=O)O)C(=O)N3)nc(C)c2c1 (stereo unspecified)	-0.2
Cc1ccc(C23CC4CC(CC(NC(=O)N5CCN(C)CC5)(C4)C2)C3)cc1	10.2
COc1cc(C2C(C(=O)Nc3ccccn3)=C(C)NC3=C2C(=O)CC(C)(C)C3)ccc1OCc1ccccc1 (stereo unspecified)	-7.6
CC(C)(C)OC(=O)N[C@@H](Cc1ccccc1)c1nnc(S(=O)(=O)Cc2cccc(F)c2)o1	-1.4
COc1ccc(OCc2nnc(SCC(=O)NCc3ccco3)o2)cc1	-5.8
CCOc1cccc(C=Nc2ccc(NC(=O)c3cccc(Cl)c3)cc2)c1O	-128.6
CC(C)CNc1nc(Oc2ccc(=O)n(-c3ccccc3)n2)nc(N2CCOCC2)n1	0.1
Cc1ccc(-c2nc(CS(=O)CC(=O)NCCC(C)C)c(C)o2)cc1 (stereo unspecified)	3.6
O=C(COc1ccc(Cl)cc1)Nc1ncc(Cc2cccc(C(F)(F)F)c2)s1	12.6
COC(=O)c1ccc2c(=O)n(CCc3ccc(S(N)(=O)=O)cc3)c(SCc3csc4ccc(Cl)cc34)nc2c1	-3.7
NC(N)=NC(=O)c1nc(Cl)c(N)nc1N	-6.3&-3.6
Cc1cc(NC(=O)CSc2nc(NCCc3ccccc3)c3ccccc3n2)no1	3.9
Cc1ccc(S(=O)(=O)NC(=O)Nc2ccc([N+](=O)[O-])cc2Cl)cc1	6.6
CCOC(=O)N1CCN(C(=O)CSc2nc3c(cnn3-c3ccccc3)c(=O)[nH]2)CC1	4.1
COc1ccccc1-n1nc(C(=O)N2CCCC2)c2ccccc2c1=O	-0.5
CC(C)Oc1ccc(NC(=O)Oc2ccccc2)cc1	1.2
Cc1c(C(=O)N2CCCC2)sc2ncn(CC(=O)N3CCC(C)CC3)c(=O)c12	-5.4
O=C1c2cccc(F)c2C(=O)c2c1cccc2N1CCCCC1	-12.4
C=C1c2cc(C)c(C)cc2NC(=O)N1c1ccc(Cl)cc1	-0.7
O=C(c1nn(-c2ccc(Cl)cc2)c(=O)c2ccccc12)N1CCN(c2ccccc2)CC1	3.9
CCOC(=O)c1c(CN2CCOCC2)oc2ccc(O)cc12	-11.0
COC(=O)c1[nH]c2cccc(OC)c2c1NC(=O)CCN1CCN(c2cccc(Cl)c2)CC1	0.2
Cc1ccc(N2C(=O)c3cccc(N)c3C2=O)cc1C	-15.8
Cc1cccc(-c2nnc(SCC#N)n2-c2cccc(Cl)c2)c1	3.5
Cc1ccc(OCC(=O)N(Cc2ccc(N(C)C)cc2)C2CCS(=O)(=O)C2)cc1 (stereo unspecified)	-3.6
OC[C@H]1O[C@@H](n2cnc3c(N[C@H]4CC5CCC4C5)ncnc32)[C@H](O)[C@@H]1O (stereo partly specified)	-4.3
COc1ccc(CCNC(=O)C(=O)Nc2ccc(C)c(C)c2)cc1OC	1.1
O=C(NC1CCCC1)c1ccc2c(c1)N(Cc1cccc(F)c1)C(=O)c1ccccc1S2	-81.9
COc1ccc(OC)c(NC(=O)C2=C(C)NC(=S)NC2c2ccc(C(C)C)cc2)c1 (stereo unspecified)	-2.2
COc1ccccc1N(CN1CCCC1=O)C(=O)c1ccccc1F	-2.1
Cc1ccc(C)c(-n2c(SCC(=O)Nc3nonc3C)nnc2-c2ccoc2C)c1	-3.2
Brc1c(OCCOCCn2cncn2)ccc2ccccc12	-5.3
COc1cc(NC(=O)Cn2c(-c3cncs3)nc3ccccc32)cc(OC)c1OC	-11.7
COc1cc(/C=N\n2nnnc2N)ccc1OCc1ccc(F)cc1	3.0
CC(=O)NC1=NN(C(C)=O)C(c2ccc(N(C)C)cc2)S1 (stereo unspecified)	0.7
O=C(Nc1nccs1)C1CCN(S(=O)(=O)c2cccnc2)CC1	-2.7
COCCCNC(=O)CN1CCN(Cc2cccc(C)c2)C1=O	-0.3
CCCc1cc(=O)[nH]c(SCC(=O)NC2CCCCC2)n1	9.4
CC(=O)NCCNS(=O)(=O)c1ccc(C)c([N+](=O)[O-])c1	1.3
O=C(c1cc2ccccc2cc1OCC(O)CN1CCCCC1)N1CCCCC1 (stereo unspecified)	-4.5
COn1c(=O)c(-c2ccc(Cl)cc2)[n+]([O-])c2ccccc21	6.3
COc1cccc(-c2nc(N3CCC(C)CC3)c3ccccc3n2)c1O	1.1
Cc1cc(=O)oc2cc3c(cc12)OCCN3	-14.6

(continued)
SMILES	14-3-3 PPI
O=C(O)CCCC(=O)N1CC=C(c2ccccc2)CC1	2.0
CNC(=O)CCN1N=C(c2ccc(OC)cc2)CCC1=O	-5.3
CC(Oc1ccc(Cl)cc1)C(=O)Nc1sc2c(c1C(N)=O)CCC(C(C)(C)C)C2 (stereo unspecified)	-2.7
O=C(c1ccccc1)N1CCN(CC2CC=CCC2)CC1 (stereo unspecified)	-3.3
CCc1ccccc1NC(=O)c1ccc(CN2CCc3ccccc3C2)cc1	0.3
C=CCn1c(SCC(=O)Nc2ccc3c(c2)OCO3)nnc1-c1cc(Br)ccc1O	-0.9
CN(C(=O)Cn1ncc2c(=O)oc3ccccc3c21)c1ccc(Cl)cc1	4.7
CC(C)NC(=O)C1CCCN(S(C)(=O)=O)C1 (stereo unspecified)	-1.6
CC(=O)Nc1ccc(S(=O)(=O)Nc2ccccc2C(=O)Nc2ccccc2)cc1	-2.7
O=C(O)CNC(=O)c1cncc(O)c1	-1.3
CC(C)CCn1c(=S)[nH]c2ncccc2c1=O	3.2&-4.5
CCCn1c(=O)c(C(=O)Nc2cccc(Br)c2)c(O)c2ccccc21	3.1
Cc1ncc(CO)c2c1OC(C)(C)OC2	-3.8
Cc1ccc(-c2cc(C(=O)NCCCN3CCN(Cc4ccccc4)CC3)c3ccccc3n2)cc1C	3.3
O=[N+]([O-])c1ccc2nc(SCc3ccc(I)cc3)sc2c1	-4.1
CCN(CC)C1CC(=O)N(c2cccc([N+](=O)[O-])c2)C1=O (stereo unspecified)	-3.7
CCOC(=O)c1c(NC(=O)c2ccoc2C)sc2c1CCC(C)C2 (stereo unspecified)	-16.2
CC(C)(C)NC(=O)CSc1nnc(CN2CCCCCC2=O)n1-c1ccccn1	-8.5
COc1cccc(NC(=O)N(Cc2c[nH]c3ccccc23)C2CCCC2)c1	-5.3
N#Cc1ccc(NC(=O)COC(=O)C2=COCCO2)cc1	0.1
Cc1c(C(=O)NCc2cccnc2)oc2ccc(S(=O)(=O)N3CCCCCC3)cc12	3.6
Cc1cc(NC(=O)CSc2nc(C3CC3)nc3sc4c(c23)CCC(C)C4)no1 (stereo unspecified)	-3.2
c1ccc2oc(SCc3nc4c5c6c(sc5ncn4n3)CCCC6)nc2c1	-10.2
CSc1nnc(Cn2c(=O)sc3ccccc32)n1-c1cccc(Cl)c1	2.0
CN1CCN(CC(=O)N(C)c2nc(-c3ccccc3)cs2)CC1	-1.4
Brc1ccc(C=CC=Nc2ccc3oc(-c4ccccc4)nc3c2)cc1	-13.9
Cc1cccc(NC(=O)COc2ccc(I)cc2)n1	3.4
CCc1ccc(S(=O)(=O)N(C(=O)c2ccc(C)cc2)c2ccc3oc(C)c(C(=O)OC)c3c2)cc1	-45.1
Cc1cccc(-n2ncc3c(Nc4c(C)n(C)n(-c5ccccc5)c4=O)ncnc32)c1	3.8
CCOC(=O)C(C)CC(C)C(=O)N1CCOCCOCCOCC1 (stereo unspecified)	-3.7

(further entries)
| Compound | 14-3-3 PPI |
| --- | --- |
| O=c1oc2cc(OCCc3ccccc3)ccc2c2c1CCC2 | 3.7 |
| COC(=O)C1=C(C)NC2=C(C(=O)c3ccccc32)C1c1ccc([N+](=O)[O-])cc1 (stereo unspecified) | -65.7 |
| O=c1[nH]c2ccccc2n1C1=CCCC1 | -11.1 |
| CCNc1nc2c(c(=O)[nH]c(=O)n2C)n1CC(C)C | -0.3&-7.4 |
| Cc1cc(C)n2nc(SCc3cc(=O)n4c(C)cccc4n3)nc2n1 | 2.5 |
| COc1ccc2c(c1)c1c3n2CC(O)CN=C3CCC1 (stereo unspecified) | -25.2 |
| COC(=O)c1c(C)[nH]c(C(=O)CSc2nc(C)nc3sc4c(c23)CCC4)c1C | 0.0 |
| N#CCCN1CCN(S(=O)(=O)c2ccc(S(=O)(=O)NCc3ccccc3)cc2)CC1 | -2.4 |
| O=C(CN1CCN(S(=O)(=O)c2ccc(F)cc2)CC1)c1ccc(F)cc1 | -3.1 |
| CC(=O)c1cccc(N2COc3ccc4cc(Br)ccc4c3C2)c1 | 9.2 |
| O=C(NC1CC1)c1ccc2c(c1)N(Cc1ccc(F)cc1)C(=O)CS2 | -6.5 |
| O=C(NCCN1CCN(c2ccccc2)CC1)C1CCCN(S(=O)(=O)c2cnc[nH]2)C1 (stereo unspecified) | 0.7 |
| O=C1c2ccccc2C(=O)N1Cc1nc2ccccc2c(=O)n1Cc1ccco1 | -5.2&-24.9 |
| c1ccc(-c2nc3ccccc3nc2-c2ccccn2)nc1 | -6.0 |
| Nc1ccccc1S(=O)(=O)c1ccccc1N | -3.1&7.1 |
| Cc1cc(C(=O)OCC(=O)c2c(N)n(C)c(=O)n(C)c2=O)c(C)n1-c1ccccc1 | 8.4 |
| Cc1ccc(NCC(O)Cn2c3ccccc3c3ccccc32)cc1Cl (stereo unspecified) | -4.0 |
| COc1cc(CN2CCN(C(=O)CC(C)C)CC2)c([N+](=O)[O-])cc1OC | -1.7 |
| CCOC(=O)C(CC)Sc1nc2c(c(=O)n1-c1ccc(F)cc1)SCC2 (stereo unspecified) | -7.6 |
| COc1cc(C=Cc2nc3cc(Cl)ccc3c(=O)n2-c2ccc(NC(C)=O)cc2)cc(OC)c1OC | -3.9 |
| COCCCNc1nc2c(c(=O)n(C)c(=O)n2C)n1Cc1cccc2ccccc12 | -6.0 |
| N#Cc1c(NC(=O)c2cnn3c2NC(c2cccs2)CC3C(F)(F)F)sc2c1CCCC2 (stereo unspecified) | -49.4 |
| O=C(NCc1ccco1)c1nc(-c2ccccc2)n(-c2ccccc2)n1 | 1.1 |
| COc1ccc(CC(=O)Nc2cccc(C(=O)O)c2C)cc1 | -8.4 |
| CCOc1ccc(C2=Nn3c(nnc3-c3ccc(Br)cc3)SC2)cc1 | 2.2 |

A draw from above in order of heavy-atom count, ascending:
| Compound | 14-3-3 PPI |
| --- | --- |
| Cc1cccc(-c2nnc(SCC#N)n2-c2cccc(Cl)c2)c1 | 3.5 |
| CC(Oc1ccc(Cl)cc1)C(=O)Nc1sc2c(c1C(N)=O)CCC(C(C)(C)C)C2 (stereo unspecified) | -2.7 |
| O=C(NCCN1CCN(c2ccccc2)CC1)C1CCCN(S(=O)(=O)c2cnc[nH]2)C1 (stereo unspecified) | 0.7 |
| COC(=O)c1[nH]c2cccc(OC)c2c1NC(=O)CCN1CCN(c2cccc(Cl)c2)CC1 | 0.2 |

The results go on.
| Compound | 14-3-3 PPI |
| --- | --- |
| Cc1ccnc(N2CCC(C(=O)NCc3ccc4c(c3)OCO4)CC2)n1 | -3.5 |
| Cc1noc(NS(=O)(=O)c2ccc(NC(=O)COc3ccccc3)cc2)c1C | -1.4 |
| CCOC(=O)c1[nH]c(C)c(C(=O)Nc2ccccc2F)c1C | -3.9 |
| O=C(COc1ccccc1)N1CCN(S(=O)(=O)c2cccc([N+](=O)[O-])c2)CC1 | -8.4 |
| O=C(NCC1(c2ccccc2)CCOCC1)c1ccccc1Cl | 0.3 |
| CCCCOC(=O)C1=C(C)Nc2ncnn2C1c1ccc(F)cc1 (stereo unspecified) | 1.6 |
| COc1cccc(-c2nnc3sc(C4CCCCC4)nn23)c1 | -1.4 |
| CCCCSc1nnc2c(n1)[nH]c1c(C)cc(C)cc12 | -8.7 |
| CCn1cc(C(=O)O)c(=O)c2cc(F)c(N3CCN(S(=O)(=O)c4ccc(OC)cc4)CC3)cc21 | -6.1 |
| CCOC(=O)N1CCN(Cc2nc(N)nc(Nc3ccc(Oc4ccccc4)cc3)n2)CC1 | -6.7 |
| COc1cc2c(C(=O)NCc3ccc4c(c3)OCO4)cn(CC(C)C)c(=O)c2cc1OC | -4.5 |
| Cc1ccc(N2CC(C(=O)Nc3ccc(S(=O)(=O)N4CCCC4)cc3)CC2=O)cc1 (stereo unspecified) | -14.8 |
| COCCn1c(SCC(=O)c2ccc(CNC(C)=O)o2)nc2ccccc2c1=O | 6.0 |
| Cc1ccccc1NC(=O)CSc1nc2c(c(-c3ccco3)c1C#N)CCCC2 | -10.4&-36.2 |
| COc1ccc(C(CC(=O)O)NC(=O)COc2ccccc2OC)cc1OC (stereo unspecified) | 0.0 |

3 entries from above in a different format.
14-3-3 PPI	compound
2.0	CSc1nnc(Cn2c(=O)sc3ccccc32)n1-c1cccc(Cl)c1
-1.4	CN1CCN(CC(=O)N(C)c2nc(-c3ccccc3)cs2)CC1
-13.9	Brc1ccc(C=CC=Nc2ccc3oc(-c4ccccc4)nc3c2)cc1

Source: PubChem BioAssay (Emory University Molecular Libraries Screening Center)
